Screens deposited in PubChem by The Scripps Research Institute Molecular Screening Center.
TTR transcr act: TTR transcription activators in neuroblastoma reporter cells, primary screen, cell-based, luminescence, SH-SY5Y, TTR promoter Gaussia luciferase | 100% = recombinant luciferase protein wells | activation, % at 16.7 µM | 92,000 tested, 1.3% active | AID 1117267, 2014;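 active means activation above the mean of all tested compounds plus 3 SD, cut at about 9.5% in these data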;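 further: cells exposed to compounds for one day before reading; 0% = median of all test compound wells on the plate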
The depositor's hits bear a star. The list is partial; count on the stated rates, not on these rows.

canonical_smiles	TTR transcr act
COc1ccc(-c2nn(-c3ccccc3)cc2C(=O)NC2CCCCC2C)cc1 (stereo not drawn)	1.7
O=C(CCCNC(=O)/C(=C/c1ccc(F)cc1)NC(=O)c1ccccc1)OCc1ccccc1	-3.1
Cc1noc(C(=O)Nc2sc3c(c2C#N)CCC3)c1Cl	-4.2
COC(=O)CCN1CCC2CC1c1cc(Cl)ccc12 (stereo not drawn)	-0.8
O=C1CN(C(=O)c2ccc(Br)o2)C(c2ccc(F)cc2)c2cc(F)ccc2N1 (stereo not drawn)	5.4
CC(C)NC(=O)NC(=O)COC(=O)CCCSc1nc2ccccc2s1	0.5
O=C1CSC(=S)N1c1ccccc1	1.7
Cc1cc(OCCn2nc(C(=O)O)c3ccccc3c2=O)ccc1C(C)C	1.0
C[C@@H]1CCN(C2CC2)S(=O)(=O)c2ccc(N3CCC[C@@H]3C)cc2O1	1.1
O=C(Oc1cccc(NC2=NS(=O)(=O)c3ccccc32)c1)c1ccncc1	-0.5
O=C(c1ccncc1)N1CCN(C(=O)c2cccs2)CC1	-2.4
Cc1ccc(/C(N)=N/OC(=O)C23CC4CC(CC(C4)C2)C3)cc1	-0.3
CC(C)Oc1cccc(C(=O)NC(=S)Nc2ccc(N3CCN(C)CC3)cc2)c1	-1.9
O=C(NCc1ccc2c(c1)OCO2)c1ccc(CS(=O)Cc2ccc(Cl)cc2)o1 (stereo not drawn)	-1.7
c1ccc(CN(Cc2ccccc2)c2nn[nH]n2)cc1	-0.8
CCCn1c(=N)n(CC(=O)c2ccco2)c2ccccc21	-0.3
COc1ccc(CCNC(=O)c2cc(-c3ccccc3)c(N3CCOCC3)s2)cc1OC	-2.6
Cc1cccc(CN2CCC(n3nccc3NC(=O)c3ccccc3C)CC2)n1	-0.4
Cn1c(SCC(=O)NNC(=O)Nc2ccccc2)nnc1-c1ccccc1	0.2
CN(C)CC(=O)Nc1ccc2cn[nH]c2c1	0.1
C=CCn1c(NC(=O)c2ccc(C)cc2)nc2ccccc21	-2.3
O=C(CCCOc1ccc(Cl)cc1Cl)n1nnc2ccccc21	0.9
Cc1ccc(C(=O)O/N=C(\N)c2ccc(Br)cc2)cc1	1.4
COc1ccccc1OCCOCCOc1ccc(C)cc1[N+](=O)[O-]	0.9
OCCNCCOc1ccccc1-c1ccccc1	-1.2
Nc1ccc2c(c1)N1CCN=C1S2	-0.1
Cn1nccc1NS(=O)(=O)c1ccc(C(C)(C)C)cc1	0.2
O=C(Cn1c(=O)oc2cc(S(=O)(=O)N3CCCC3)ccc21)N1CCN(c2ccccn2)CC1	8.7
Cc1ccc[n+](CC(=O)c2ccc(NC(=O)c3ccccc3)cc2)c1	1.4
C=CS(=O)(=O)N(Cc1ccc(C)cc1)[C@@H](CO)C(=O)OC	0.1
C(=C\c1ccccc1)/CN1CCN(C(c2cc3ccccc3o2)c2nnnn2Cc2ccccc2)CC1 (stereo not drawn)	-0.2
O=C(CNC(=O)c1ccc(Cl)cc1)N/N=C/c1cccnc1	2.9
O=C(Cc1cccc(NC(=O)C2CCCN(C(=O)c3ccccc3)C2)c1)Nc1cccc(C(=O)N2CCCCC2)c1 (stereo not drawn)	2.6
CCC(=O)c1ccc(OCC(=O)Nc2cc(S(=O)(=O)N3CCCCC3)ccc2OC)cc1	-3.6
O=C(N/N=C\c1cc2c(cc1[N+](=O)[O-])OCO2)c1cccs1	3.5
CC(C)CCn1c(CN2CCN(C(=O)c3ccco3)CC2)nc2c1c(=O)n(C)c(=O)n2C	-0.2
CCCCN(Cc1cc2cccc(C)c2[nH]c1=O)S(C)(=O)=O	0.1
CCCc1cc(C(=O)OC)c(NC(=O)CCCC(=O)O)s1	1.6
Cc1ccc([N+](=O)[O-])cc1S(=O)(=O)NCCc1c(C)[nH]c2c(C)cccc12	-2.0
COc1ccc(SCCN2CC[C@@H](O)CCC2=O)cc1	1.9
CN(CCCC(=O)Nc1nccs1)S(=O)(=O)c1ccc(Cl)cc1	2.8
CC(Oc1ccc2c3c(c(=O)oc2c1)CCCC3)C(=O)NCc1ccccn1 (stereo not drawn)	1.6
Cc1ccc(C)c(S(=O)(=O)N2CCN(C(=O)CSc3ccccc3)CC2)c1	1.3
COc1ccc(-c2nc3n(c2C)Cc2ccccc2-3)cc1	-1.1
COc1cc(/C=C/C(=O)OCC(=O)NCCC2=CCCCC2)cc(OC)c1OC	10*
CN1CCN(C(=O)c2ccccc2-c2ccccc2C(=O)O)CC1	-0.4
COc1ccc(N2CCN(CC(=O)c3c[nH]c4ccccc34)CC2)cc1	5.0
COc1ccc(N2CCN(C(=O)C3CCCN(S(=O)(=O)c4c(C)noc4C)C3)CC2)cc1 (stereo not drawn)	1.8
O=C(CN1C(=O)c2ccccc2C1=O)Nc1sc2c(c1C(=O)NCC1CCCO1)CCC2 (stereo not drawn)	-1.5
Cn1cccc1/C=N/NC(=O)CNc1ccc2ccccc2c1	1.7

Additional records
canonical_smiles	TTR transcr act
Cc1ccc(-n2c(SCC(=O)N3CC(=O)Nc4ccccc43)nc3ccccc3c2=O)cc1	-1.9
CN(C)CCNc1ccc(-c2n[nH]c(=O)c3ccccc23)cc1[N+](=O)[O-]	-0.7
CC(C)(C)C(=O)O/N=C(\N)Cc1ccc(-c2csnn2)cc1	-3.1
N#Cc1c(C(F)(F)F)cc(-c2ccco2)nc1SCc1ccncc1	0.4
COc1ccccc1-c1nc(-c2cccc(C)c2)no1	-1.0
COc1ccc(-c2nc(CS(=O)CC(=O)NCCCN3CCCC3)c(C)o2)cc1OC (stereo not drawn)	-2.0
COCCNc1nc(Oc2ccccc2)c2sccc2n1	4.5
COC(=O)CCC(=O)OC1(C)C(=O)C=C2C=C(C3CC3)N(CC3CC3)C=C2C1=O (stereo not drawn)	-4.1
COCCN(Cc1cc2cccc(C)c2n2nnnc12)C(=O)C(F)(F)F	3.4
CC(=O)N1c2ccccc2S(=O)(=O)c2ccccc21	-1.4
O=C1NC(=O)C2(CCCC2c2ccccc2)N1 (stereo not drawn)	1.7
CCC(=O)c1c(NC)cc(C)oc1=O	3.0
CC(C)CCNC(=O)C1CCCCN1S(=O)(=O)c1ccc(F)cc1 (stereo not drawn)	0.7
CC(C)(C)OC(=O)NCCOC(=O)c1[nH]cnc1C(=O)NCc1ccccc1	1.4
O=C(CCCCC(=O)Nc1ccc(F)cc1)Nc1ccc(F)cc1	-0.1
CCN(CC)S(=O)(=O)c1cccc(NC(=O)Nc2cccc(C(F)(F)F)c2)c1	-7.0
Cc1[nH]c2ccccc2c1/C=C/c1nc2ccccc2c(=O)[nH]1	-1.2
CCOc1ncccc1C(=O)N1CCN(S(=O)(=O)c2ccc3c(c2)OCCO3)CC1	1.0
COc1ccc(/C=C2\C(=O)NC(=S)N2C(=O)c2ccc(F)cc2)cc1	0.3
COc1cc(C2CC(c3cccnc3)=NN2c2ccc(F)cc2)cc(OC)c1OC (stereo not drawn)	0.4

Next part (five carried over from the part before).
canonical_smiles	TTR transcr act
CCN(CC)S(=O)(=O)c1cccc(NC(=O)Nc2cccc(C(F)(F)F)c2)c1	-7.0
Cc1[nH]c2ccccc2c1/C=C/c1nc2ccccc2c(=O)[nH]1	-1.2
CCOc1ncccc1C(=O)N1CCN(S(=O)(=O)c2ccc3c(c2)OCCO3)CC1	1.0
COc1ccc(/C=C2\C(=O)NC(=S)N2C(=O)c2ccc(F)cc2)cc1	0.3
COc1cc(C2CC(c3cccnc3)=NN2c2ccc(F)cc2)cc(OC)c1OC (stereo not drawn)	0.4
CCOc1ncccc1C(=O)Nc1ccccc1F	1.8
Cc1onc(-c2c(Cl)cccc2Cl)c1C(=O)N/N=C(\N)COc1ccc(Cl)cc1	-2.8
CCSc1nnc(-c2ccc(C)cc2)c2ccccc12	-0.8
O=C(Nc1ccc(C(=O)N2CCCCC2)cc1)c1ccccc1	3.0
Cc1ccc(S(=O)(=O)N2C[C@H]3[C@H]4C(=O)N(c5ccccc5)C(=O)[C@H]4C[C@H](OC(=O)NCc4ccccc4F)[C@@]3(O)C2)cc1	-0.3
CC(C)c1ccc(/C=N/NC(=O)c2ccccc2Cl)cc1	8.4
C/C(=N/NC(=O)c1sc(NS(=O)(=O)c2ccccc2)nc1C)c1ccc(F)cc1	2.2
CN(C)c1ccc(-c2noc(C3CCN(S(=O)(=O)c4cccc(Cl)c4)CC3)n2)cc1	4.9
NC(=O)c1ccsc1NC(=O)COC(=O)CCOc1ccccc1	0.8
CC1=C(C(=O)N(C(C)C)C(C)C)CC(CC(=O)NCc2cccc3ccccc23)C(=O)N1CCC1=CCCCC1 (stereo not drawn)	-0.8
CCOC(=O)CC(=O)CSc1nc2c(cc1C#N)CCCCCC2	-0.3
Cc1ncc2c(n1)-c1cc(F)ccc1SC2	0.1
CC(C)(C)NCC(O)COCc1ccc(Cl)cc1 (stereo not drawn)	2.9
CCN1CCN(c2ccc(S(=O)(=O)N3CCCCC3)cc2NC(=O)c2cccc(Cl)c2)CC1	3.8
CC(C)C[C@H]1CN([C@@H](Cc2ccc(O)cc2)CN2CCC[C@@H]2CN2C(=O)C(=O)NC[C@@H]2Cc2ccccc2)C(=O)C(=O)N1CC1CCCCC1	-1.5
CCOc1ccc(C(=O)NC2CCN(S(=O)(=O)c3ccccc3)CC2)cc1	2.5
O=S(=O)(NCc1cccc(C(F)(F)F)c1)NCc1ccccc1F	0.9
O=C(CN(c1cc(Cl)ccc1Cl)S(=O)(=O)c1ccccc1)N1CCOCC1	-0.5
Cc1nc(NC(=O)CSc2nc(N)cc(N)n2)sc1C	1.2
Cc1cc(=O)[nH]c(SCC(=O)Nc2ccc(S(=O)(=O)N3CCCCC3)cc2)n1	13*
COc1ccc(CN(C)CCCn2cnc3c(SC)ncnc32)cc1OC	0.9
O=C1C(=O)N(CCN2CCOCC2)C(c2ccc([N+](=O)[O-])cc2)/C1=C(/O)c1ccc2c(c1)OCO2 (stereo not drawn)	0.9
CN1C(=O)C(O)(C2OC(C)(C)CCC2=O)c2ccccc21 (stereo not drawn)	1.5
COc1cccc(C2Cc3ccccc3C(=O)O2)c1 (stereo not drawn)	1.4
CC1CCN(S(=O)(=O)c2ccc3[nH]c(=O)cc(C(=O)O)c3c2)CC1	1.8
COC(=O)c1c(NC(=O)c2cccnc2)sc(C(=O)N(C)C)c1C	0.4
CC1(C)CC(=O)c2cnc(NC(=O)CSC(=S)N3CCCCC3)nc2C1	0.2
COC(=O)c1ccc(NC(=S)NN2CCCCC2c2cccnc2)cc1 (stereo not drawn)	-1.4
CCOC(=O)c1ccc(S(=O)(=O)N2CCN(C(=O)c3ccccn3)CC2)cc1	-0.2
COc1ccc(Cn2c(=O)[nH]c3cc(C(=O)NCCCN4CCCCCC4)ccc3c2=O)cc1	8.8
Nc1ncn(-c2ncc(C(F)(F)F)cc2Cl)n1	7.0
C=CCn1c(SCC(=O)NCC2CCCO2)nnc1-c1ccccc1 (stereo not drawn)	-0.3
O=C1c2cccc3cccc(c23)C(=O)N1CCc1ccccc1	1.7
COc1cc(CN2CCCC(N3CCN(c4ccc(F)cc4)CC3)C2)ccc1F (stereo not drawn)	-0.6
Cc1cc(C)n2nc(C(=O)N3CCCC(CNS(=O)(=O)c4cccs4)C3)cc2n1 (stereo not drawn)	0.0
CC1=C(C(=O)Nc2ccc(F)cc2)C(c2ccncc2)C2=C(CCCC2=O)N1 (stereo not drawn)	-0.5
CCCC(C)C(=O)Nc1nc(C)c(-c2csc(Nc3cc(OC)ccc3OC)n2)s1 (stereo not drawn)	0.1
COc1ccc2oc(C(=O)N(C)Cc3ccc(OC(F)F)cc3)c(C)c2c1	2.3
COc1ccc(-c2noc(CCC(=O)N3CCN(c4ccccc4Cl)CC3)n2)cc1	8.4
O=C1C(=O)N(C/C=C/c2ccccc2)c2ccccc21	3.2

Quoted from the listing.
For TTR transcr act, `COc1cc(CN2CCCC(N3CCN(c4ccc(F)cc4)CC3)C2)ccc1F` (stereo not drawn) has the entry -0.6
For TTR transcr act, `CC1=C(C(=O)Nc2ccc(F)cc2)C(c2ccncc2)C2=C(CCCC2=O)N1` (stereo not drawn) has the entry -0.5
For TTR transcr act, `Nc1ncn(-c2ncc(C(F)(F)F)cc2Cl)n1` has the entry 7.0
For TTR transcr act, `O=C1C(=O)N(C/C=C/c2ccccc2)c2ccccc21` has the entry 3.2
For TTR transcr act, `C=CCn1c(SCC(=O)NCC2CCCO2)nnc1-c1ccccc1` (stereo not drawn) has the entry -0.3
For TTR transcr act, `CCCC(C)C(=O)Nc1nc(C)c(-c2csc(Nc3cc(OC)ccc3OC)n2)s1` (stereo not drawn) has the entry 0.1

New compounds follow:
canonical_smiles	TTR transcr act
CN(C(=O)c1ccc(NC(=O)Cc2ccc(NC(=O)C3CCCN(C(=O)C4CC4)C3)cc2)cc1)C1CCCC1 (stereo not drawn)	0.6
Cc1c(NS(=O)(=O)c2ccc3c(c2)c(=O)n(C)c(=O)n3C)c(=O)n(-c2ccccc2)n1C	2.5
COc1cccc(N/C(SCc2ccccc2F)=C(/C#N)C(=O)NCc2cccs2)c1	-1.9
COc1ccc(/C=N/NC(=O)CCn2cnc(-c3ccccc3)c2-c2ccccc2)cc1	-2.0
Cc1ccccc1NC(=O)OC1CC2CC1[C@H]1CCCCN1[C@H]2Cc1ccccc1 (stereo partly drawn)	-2.3
CC1CC1C(=O)OCC(=O)c1c(N)n(C)c(=O)n(C)c1=O (stereo not drawn)	3.3
O=C(NCC(=O)N1CCCCCC1)c1ccc(Br)cc1	0.8
Cc1nn2c(N)c(-c3ccccc3)cnc2c1-c1ccccc1	-1.4
COc1cc(CCC(=O)Nc2cccc(S(=O)(=O)N(C)C)c2)cc(OC)c1OC	-1.0
C/C(=N/NC(=O)OC(C)(C)C)c1ccco1	4.3
CCOC(=O)N1CCC(N2CCN(S(=O)(=O)c3ccc(Cl)cc3)CC2)CC1	0.9
Cc1ccc(OCc2nnc(SCC(=O)Nc3cc(C)on3)n2C)cc1	0.6
Cn1c(=O)c2c(nc(Oc3ccccc3)n2C)n(C)c1=O	3.4
O=C1NCC(O)=C1C=NC12CC3CC(CC(C3)C1)C2	1.0
